# Eya2 phos inh: inhibitors of human Eya2 phosphatase activity. AID 488837. 330,000 tested, 0.006% active. recombinant Eya2, OMFP fluorescence dephosphorylation (OMFP is methylfluorescein phosphate). Potency, µM (series often up to 76.9 µM), for the others: at the top dose activity, negative = inhibition, usual class: inhibitors; also: potency is read from the fitted curve at half-maximal effect; % is scaled to controls: 0 for no effect and ±100 for the full control effect
#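 Eya2 (0.2 uM) preincubated 10 min at ambient with compound, then OMFP substrate added at 50 uM; 10 min reaction in 50 mM HEPES pH 7.5, 50 mM NaCl, 5 uM MgCl2, 0.05% BSA, 1 mM DTT. Fluorescence read at Ex 485/Em 525 nm.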
# AT treatment: potential ataxia-telangiectasia treatments restoring KAP-1 phosphorylation; […] A-T fibroblasts, KAP-1 phosphorylation AlphaLISA; neocarzinostatin DNA damage 30 min before lysis; Potency, µM (doses to about 57.5 µM), inactives show at the highest dose activation, hits mostly activators; 320,000 tested, 0.19% active; AID 485349; also: potency is read from the fitted curve at half-maximal effect; % of control where 0% means no effect; nearly all actives have a fitted effect of over 45% in size
#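 hTERT-immortalized A-T patient fibroblasts ([…]), 500 cells/well in OPTI-MEM, 1% FBS, got compounds for 60 min, then NCS for 30 min at 37C. Lysates were then assayed for phospho-KAP-1 by AlphaLISA (anti-pKAP1 donor, anti-KAP1 acceptor beads), 6 hr at 25C.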
# Integrin act MD: activates integrin-mediated alleviation for muscular dystrophy | alpha7betagal myoblasts, beta-gal FDG fluorescence, 48 h | 350,000 tested, 0.064% active | AID 624291 | Potency, µM (top dose mostly 38.3 µM), without a hit: at the highest dose activation, usual class: activators;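 also: potency is read from the fitted curve at half-maximal effect; 100% = response of the positive control SU9516; nearly all actives have a fitted effect of over 60% in size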
#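 alpha7betagal+/- myoblasts (passage 13, 250/well) treated 48 h at 37C with compounds at 1:260 dilution of DMSO stock. Lysed, then beta-galactosidase activity read as FDG fluorescence (ex 480/em 540) after 30 min, with pre-read for autofluorescence.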
# Mito fusion yeast: mitochondrial division inhibition or fusion activation; Potency, µM (top dose mostly 46.1 µM), without a hit: at the highest dose growth rescue (activation), most hits filed as activators; AID 485298; 320,000 tested, 0.23% active; S. cerevisiae fusion-defective mutant growth rescue, CellTiterGlo 48 h;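 also: potency is read from the fitted curve at half-maximal effect; % of control where 0% means no effect; nearly all actives have a fitted effect of over 45% in size; temperature-sensitive fusion mutants such as fzo1-1 at 37 °C on non-fermentable ethanol glycerol medium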
#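 Read-out: ATP-based luminescence (CellTiterGlo, 10 min ambient) reporting growth of fusion-defective ts yeast after 48 hours at 37C on glycerol/ethanol YPEG medium in the presence of compound.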
# TSHR antagonist: antagonists of human thyroid stimulating hormone receptor; P16473; TSHR-expressing cells, TSH-stimulated cAMP HTRF, 2 h; stronger effect = lower value; activity change, negative = inhibition, % at 11.5 µM; 330,000 tested, 0.2% active;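 active = activity change below a set negative limit, meaning inhibition stronger than a set level, cut at about -70% in these data; inconclusive = activity change between two set negative limits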; also: % is scaled to controls: 0 for no effect and ±100 for the full control effect
#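 Cell-based HTRF cAMP assay; TSHR cells + compound, TSH EC80 (4nM final), 2 h, 37 deg C. Lysis with anti-cAMP cryptate and cAMP-d2, 30 min RT, read 665/620 nm.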
# ELG1 DNA repair: ELG1-dependent DNA repair inhibition | HEK293T ELG1-luciferase reporter, luminescence, 16 h; DNA damage induced by 5-fluorouridine | Potency, µM (top dose mostly 46.1 µM), for the others: at the top dose activity change, negative = inhibition, usual class: inhibitors | 330,000 tested, 2.3% active; also: potency is read from the fitted curve at half-maximal effect; % is scaled to controls: 0 for no effect and ±100 for the full control effect; nearly all actives have a fitted effect of over 55% in size
#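 Cells (2,000 per well) received 5-fluorouridine plus test compound or DMSO and were incubated 16 hr at 37 °C, 5% CO2. Luciferase activity was read by luminescence 30 min after ONE-Glo addition; signal suppression marked inhibition of damage-induced ELG1 function.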
# S-ASM inh: blocks human secretory acid sphingomyelinase; P17405; placental ASM, HMU-PC fluorogenic substrate, 60 min; Potency, µM (series often up to 57.5 µM), inactives show top-dose activity change, negative = inhibition, usual class: inhibitors; 340,000 tested, 0.006% active; AID 504937; also: potency is read from the fitted curve at half-maximal effect
# Target sequence (P17405 47-631 limits assumed): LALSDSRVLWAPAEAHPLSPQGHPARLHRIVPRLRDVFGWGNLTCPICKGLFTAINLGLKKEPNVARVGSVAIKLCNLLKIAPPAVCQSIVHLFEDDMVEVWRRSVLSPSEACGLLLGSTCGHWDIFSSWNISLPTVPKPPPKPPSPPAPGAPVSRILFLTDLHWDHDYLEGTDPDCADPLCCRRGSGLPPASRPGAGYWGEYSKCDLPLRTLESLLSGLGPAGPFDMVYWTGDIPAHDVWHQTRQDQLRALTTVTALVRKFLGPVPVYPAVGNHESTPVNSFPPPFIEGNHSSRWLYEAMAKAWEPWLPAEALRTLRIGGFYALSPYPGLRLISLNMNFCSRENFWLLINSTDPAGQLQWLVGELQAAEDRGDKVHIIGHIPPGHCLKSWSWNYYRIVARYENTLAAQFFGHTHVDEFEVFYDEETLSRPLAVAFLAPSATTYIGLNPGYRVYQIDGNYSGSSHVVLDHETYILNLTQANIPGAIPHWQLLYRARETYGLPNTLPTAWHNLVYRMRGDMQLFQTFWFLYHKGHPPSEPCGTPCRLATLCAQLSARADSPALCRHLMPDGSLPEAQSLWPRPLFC
#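 Human placenta-derived ASM enzyme was preincubated with compound for 10 minutes at room temperature, then given fluorogenic substrate HMU-PC0 (9 uM final) for 60 minutes at 37 °C; a pH 10 stop preceded fluorescence reading at Ex 386/Em 447 nm.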
# Chronic BCR inh: chronic active BCR signaling inhibition | ABC-DLBCL IkBa-CBG/CBR reporter, luminescence ratio, 4 h | 340,000 tested, 0.05% active | AID 493014 | Potency, µM (series often up to 46.1 µM), for inactives: top-dose ratio change, negative = lower green/red ratio, hits mostly inhibitors; active = well fitted inhibition curve with a large enough effect in the signal ratio, with a control signal flat, not every such curve was filed as active; inconclusive = small, poorly fitted or top-dose-only effect, or effect the other way, or a change in a side signal; the % refers to the signal ratio;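 also: potency is read from the fitted curve at half-maximal effect; plate controls were basal doxycycline-induced cells for no effect and cells given 10 µM MG132 for full effect; MG132 reads +100%, hits lower the ratio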
#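 TMD8 human ABC-DLBCL cells with doxycycline-inducible IκBα–green luciferase fusion and unfused red luciferase, in 0.5% FBS medium; compounds up to 46 uM, 4 h at 37C. Green/red luminescence ratio, filter-overlap corrected, fitted to concentration-response curves.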
# TSG101-PTAP inh: blocks PTAP/TSG101 interaction to inhibit HIV-1 budding. 340,000 tested, under 10 active. Fluorescence polarization, FITC-PTAP peptide / Tsg101 binding. Potency, µM (series often up to 115 µM), for the others: at the top dose activity change, negative = inhibition, usual class: inhibitors. AID 493005. Q99816; active = well fitted inhibition curve with a large enough effect in the main read-out, with a control signal flat, not every such curve was filed as active; inconclusive = small, poorly fitted or top-dose-only effect, or effect the other way, or a change in a side signal; inactive = no such curve, though single readings can be large or run the other way; also: potency is read from the fitted curve at half-maximal effect; % of control where 0% means no effect
# Target sequence (Q99816 whole entry, looked up): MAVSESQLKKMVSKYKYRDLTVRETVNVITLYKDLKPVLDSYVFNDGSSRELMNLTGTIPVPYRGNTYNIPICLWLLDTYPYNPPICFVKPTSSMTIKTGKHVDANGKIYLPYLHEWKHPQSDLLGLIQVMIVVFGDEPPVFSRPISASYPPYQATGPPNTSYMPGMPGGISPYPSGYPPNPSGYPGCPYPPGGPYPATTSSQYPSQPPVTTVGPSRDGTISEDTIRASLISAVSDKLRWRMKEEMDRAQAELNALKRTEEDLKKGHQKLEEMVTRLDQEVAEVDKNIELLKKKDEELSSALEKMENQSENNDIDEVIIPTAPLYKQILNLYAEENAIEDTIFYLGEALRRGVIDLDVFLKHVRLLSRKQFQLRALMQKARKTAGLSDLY
#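 Fluorescence anisotropy tracks displacement of a FITC-tagged PTAP peptide (50 nM) from the Tsg101 binding domain (10 uM), following a 20 min room-temperature incubation at pH 7.5.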
# TCR act: T cell receptor activation | 330,000 tested, under 10 active | Potency, µM (titrated, usually from 9.22 µM), for inactives: at the top dose activation of IL-2 secretion, most hits filed as activators | AID 504894 | primary human leukocytes, anti-CD3, IL-2 HTRF, 48 h; also: % of control where 0% means no effect
#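 48 hr co-incubation of compounds, a-CD3 beads and primary human leukocytes; IL-2 quantified homogeneously by HTRF with anti-IL-2 K and d2 conjugates.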
# Tb PFK inh: blocks T. brucei phosphofructokinase | T. brucei PFK, ADP-Glo luminescence | Potency, µM (titrated, usually from 57.5 µM), without a hit: at the highest dose activity, negative = inhibition, actives largely listed as inhibitors | 330,000 tested, 0.17% active | AID 485367;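 also: potency is read from the fitted curve at half-maximal effect; 0% = uninhibited 1x PFK enzyme wells and -100% = no-enzyme wells; nearly all actives have a fitted effect of over 60% in size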
#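 Luminescent ADP detection (ADP-Glo, two-step: ATP depletion then ADP-to-ATP conversion for luciferase) reported PFK activity after 45 min room-temperature reaction of 1.25 nM enzyme with 0.5 mM F6P and 0.1 mM ATP at pH 8.0.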
# The depositor's hits bear a star; i = inactive; ? = inconclusive; . = not tested or not shown; [ ] = remark or other dose. Unless noted, calls follow the shape of the dose curve; as a rule, active = well fitted curve in the direction sought with a large enough effect; inconclusive = small, poorly fitted or top-dose-only effect, or another doubt; inactive = no such curve, though single readings can be large; an effect the other way counts as inactive or inconclusive.
Molecule,TSG101-PTAP inh,S-ASM inh,Integrin act MD,AT treatment,ELG1 DNA repair,Mito fusion yeast,TSHR antagonist,Eya2 phos inh,Tb PFK inh,TCR act,Chronic BCR inh
Cc1cccc2cc(CN(CC3CCCO3)C(=O)c3ccco3)c(=O)[nH]c12 (centres undefined),-4%,2%,-20%,4%,8%,-2%,26,-5%,1%,-12%,-1%
CCN(CC)CCN(C(=O)c1ccc2c(c1)OCCO2)c1nc2cc(C)cc(C)c2s1,-2%,-7%,-33%,2%,-14%,-10%,11,-3%,-1%,3%,0%
Cn1cccc1C(=O)NC(=O)COC(=O)CC12CC3CC(CC(Br)(C3)C1)C2,1%,-1%,3%,0%,?,-1%,2,-3%,-5%,0%,-8%
O=C(Nc1ccc(Cl)cn1)c1cc2c(s1)-c1ccccc1OC2,-13%,i,-25%,16µM*,?,3%,1,-22%,-4%,-12%,2%
Cc1ccc(NC(=O)COC(=O)CN2CSCC2=O)cc1C,1%,1%,4%,2%,0%,-2%,2,11%,0%,1%,?
COc1ccc(N(CC(=O)NC2CCCCCC2)S(=O)(=O)c2ccccc2)cc1Cl,-2%,.,28%,8%,-14%,0%,12,1%,1%,-4%,1%
COc1cc2ccccc2cc1C(=O)Nc1nnc(-c2ccncc2)o1,0%,3%,6%,2%,-13%,9%,7,0%,2%,5%,2%
O=C(N/N=C/C(Cl)=C/c1ccccc1)c1cnccn1,2%,-1%,-52%[inhibitor],-2%,?,1%,-3,6%,0%,0%[46.1 µM],-20%
CCOc1ccccc1CNC(=O)Cn1nc(C)c2c(C)n(-c3ccc(C)cc3)nc2c1=O,-4%,-12%,8%,8%,2.9µM*,5%,-32,6%,0%,2%,-22%
CN(C)c1ccc(/C=C/c2cc[n+]([O-])cc2)cc1,.,.,.,-1%,?,-8%,-22,22%,3%,.,?
CCC(CC)C(=O)Nc1ccc(Sc2ccc([N+](=O)[O-])cc2)cc1,0%,-9%,23%,14%,?,0%,-42,1%,0%,-3%,12%
Cc1cc(NC(=O)C(C)SCC(=O)N(C)Cc2c(F)cccc2Cl)no1 (centres undefined),-3%,3%,10%,-2%,-17%,.,-3,-6%,-2%,5%[46.1 µM],0%
CSc1nnc(-c2cc(Br)ccc2N=Cc2c(C)[nH]n(-c3ccccc3)c2=O)c(=O)[nH]1,-6%,-4%,8%,5%,0%,12%,-21,8%,-4%,-5%,?
CNC(=O)CN(c1ccc(F)cc1)S(=O)(=O)c1cc(C)ccc1OC,-7%,9%,21%,8%,3%,-1%,-8,7%,4%,2%,-6%
CC(C)NC(=O)NCCCCCCS(C)=O (centres undefined),-3%,-3%,-7%,.,-15%,1%,-8,3%,4%,-15%,10%
CC(=O)Nc1ccc(S(=O)(=O)NCCC(=O)OCC(=O)c2ccc(F)c(F)c2)cc1,-2%,4%,11%,6%,2%,0%,0,0%,-2%,1%,0%
CC1C(c2ccccc2)N(C)C(c2ccccc2)C(C)C1(O)C#Cc1ccccc1 (centres undefined),0%,-2%,-47%[inhibitor],9%,3%,10%,18,-12%,5%,3%[46.1 µM],?
CSCCC(NC(=O)COc1ccccc1)C(=O)N(C)CC(=O)Nc1c(C)cccc1C (centres undefined),-5%,2%,1%,5%,-8%,-7%,-6,3%,0%,-3%,0%
Cc1ccc(C(=O)Nc2nnc(CC(=O)N/N=C/c3ccncc3)s2)cc1,5%,4%,-50%[inhibitor],-5%,?,3%,-2,1%,1%,4%,-3%
CCOc1cc(N2CCOCC2)c(OCC)cc1NC(=O)c1ccc(S(C)(=O)=O)cc1,0%,-8%,-12%,2%,-9%,10%,-8,5%,-5%,1%,-1%
Cc1ccc(OC[C@H](O)[C@H](C)NC(C)C)c2c1CCC2,4%,1%,.,-13%,-3%,-14%,-4,-12%,-9%,3%,-1%
O=C(CN1C(=O)C2CC=CCC2C1=O)OCCN1C(=O)c2ccccc2C1=O (centres undefined),-1%,0%,19%,-1%,-1%,0%,6,11%,-3%,-1%,?
CC(=O)O[C@H]1CC[C@@]2(C)[C@@H](CC[C@@H]3[C@@H]2CC[C@]2(C)[C@@H](C(C)(C)O)C[C@@H]32)C1,-4%,-18%,4%,10%,8%,9%,11,-11%,0%,4%,3%
COc1ccc(CC2(CO)CCN(S(=O)(=O)c3c(C)nn(C)c3Cl)CC2)cc1,-6%,2%,-13%,-4%,?,5%,-2,-24%,-9%,0%,0%
COc1ccc(N2CCN(Cc3cc(=O)oc4cc5c(cc34)CCCC5)CC2)cc1,-4%,-4%,14%,11%,25%,1%,-8,1%,1%,1%,0%
O=C(Nc1ccc(Cl)cc1C(=O)NCC1CCCO1)c1ccco1 (centres undefined),-18%,-1%,-11%[7.66 µM],.,.,15%,.,.,.,-64%,.
O=CN1CCC(=O)N(Cc2ccccc2)c2ccccc21,-3%,5%,-3%,0%,13%,-11%,1,-6%,0%,-2%,0%
C=CCNC(=O)C1CC(=O)N(c2ccc(Br)cc2)C1 (centres undefined),0%,-1%,-17%,-9%,-7%,-1%,1,1%,0%,2%,-1%
COc1ccccc1N1CCN(C(=O)COc2ccc(C)cc2Br)CC1,-3%,-7%,-15%,5%,-17%,7%,1,-10%,3%,4%,-12%
CC(=O)c1ccc(N2CCN(C(=O)Cc3ccccc3)CC2)c(F)c1,1%,1%,-14%,13%,-12%,12%,-4,17%,-7%,-4%,2%
COc1cc2c(cc1OC)-c1cc(NC3CCCC3)nc(=O)n1CC2,-2%,14%,-6%,-7%,?,-2%,22,0%,-2%,7%,16µM*
O=C(CSc1ccccn1)N1CCNC1=O,0%,1%,-24%,7%,9%,.,2,6%,-1%,1%[46.1 µM],5%
CCc1nnc(NC(=O)CSc2nccn2-c2ccccc2)s1,-1%,2%,1%,-4%,-1%,-1%,-2,-2%,3%,-42%,-2%
CCOC(=O)C(=CNc1cc(C)ccn1)C(=O)OCC,-3%,6%,-6%,-4%,-4%,-3%,-4,-7%,-3%,9%[46.1 µM],-11%
CC1Cc2ccccc2N1S(=O)(=O)c1cccc(C(=O)NCC(c2ccco2)N2CCCC2)c1 (centres undefined),-1%,.,-4%,0%,1%,3%,-10,-26%,6%,4%,4%
CCOc1ccc(CCNC(=O)c2nnn(CC(=O)Nc3ccccc3C)c2N)cc1OCC,0%,-3%,-2%,1%,1%,-1%,8,-7%,-1%,-3%,3%
Cc1sc2ncnc(N3CCCC(C)C3)c2c1C (centres undefined),-4%,-4%,-53%[inhibitor],2%,?,2%,-16,2%,12%,-6%,-1%
Cc1cccc(OCC(=O)Nc2ccc(N3CCN(C(=O)c4ccccc4)CC3)cc2)c1C,-1%,-2%,-20%,0%,-7%,0%,-11,8%,3%,1%,-2%
CCC(CC)c1nnc(NC(=O)c2ccc(N3CCCC3=O)cc2)s1,-2%,4%,?,1%,7%,1%,-1,17%,2%,-2%,-9%
CCOc1ccccc1C1C(C#N)=C(N)N(N(C)C)C2=C1C(=O)CCC2 (centres undefined),-2%,-2%,-18%,-1%,4%,1%,-1,-5%,-2%,9%,4%
COc1cccc(CNC(=O)c2cccnc2Sc2ccc(Cl)cc2)c1,-1%,1%,2%,18%,6%,1%,15,9%,1%,1%,?
COc1cccc(NC(=O)CN(C)C(C)C(=O)N2CCCCC2)c1 (centres undefined),-4%,2%,?,13%,15%,.,8,-2%,-1%,1%[46.1 µM],0%

# Screening data deposited in PubChem by National Center for Advancing Translational Sciences (NCATS).
